# Bioassay records deposited in PubChem by National Center for Advancing Translational Sciences (NCATS).
# DRD3 antagonist = blocks the human D3 dopamine receptor; P35462; D3R cells, DiscoveRx beta-arrestin luminescence, antagonist mode; active compounds read low; max response, negative = inhibition, %; 2.5% of 360,000 active; AID 652054; in the data active = max response below about -50%; inconclusive = no clear call, values can overlap the other calls; also: % is scaled to controls: 0 for no effect and ±100 for the full control effect; mostly tested at two doses, the higher about 12 µM
#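 Cells plated overnight at 1500 cells/well, then exposed to library compounds with dopamine controls for 90 minutes at 37 degrees C. DiscoveRx reagent added for 30–60 minutes at room temperature; luminescence read, quantitative HTS format.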
# GLP1R cytotox = cytotoxicity in counter-screen for GLP-1R inverse agonists | 0.13% of 410,000 active | HEK293 cAMP-luciferase reporter cells, luminescence, 24 h | Potency, µM (titrated, usually from 38.3 µM), for inactives: at the highest dose activity change, negative = inhibition, hits mostly inhibitors;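 also: loss of luciferase light is scored as toxicity; potency is read from the fitted curve at half-maximal effect; % is scaled to controls: 0 for no effect and ±100 for the full control effect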
#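 Quantitative HTS format, 1536 wells, 200 cells/uL seeded. Compounds: 23 nL, 24 h, 37 °C. Detection: luciferase reagent, luminescence at 12 min RT; decreased signal taken as cytotoxic.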
# PLK1 PBD inh = PLK1 (human) polo-box domain binding inhibition; AID 720504; 2.8% of 360,000 active; Potency, µM, without a hit: max response, negative = inhibition, actives largely listed as inhibitors; Plk1 PBD binding of FITC phosphopeptide, fluorescence polarization; also: potency is read from the fitted curve at half-maximal effect; series mostly up to about 57 µM; % is scaled to controls: 0 for no effect and ±100 for the full control effect; nearly all actives have a fitted effect of over 65% in size
# WRN inhibitor = inhibitors of human WRN helicase; Q14191; WRN helicase unwinding, fluorescent forked duplex, kinetic; Potency, µM (titrated, usually from 114 µM), inactives show at the top dose activity change, negative = inhibition, hits mostly inhibitors; 0.46% of 360,000 active; AID 651768; also: potency is read from the fitted curve at half-maximal effect; % is scaled to controls: 0 for no effect and ±100 for the full control effect; nearly all actives have a fitted effect of over 55% in size
# Target sequence (Q14191 whole entry, looked up): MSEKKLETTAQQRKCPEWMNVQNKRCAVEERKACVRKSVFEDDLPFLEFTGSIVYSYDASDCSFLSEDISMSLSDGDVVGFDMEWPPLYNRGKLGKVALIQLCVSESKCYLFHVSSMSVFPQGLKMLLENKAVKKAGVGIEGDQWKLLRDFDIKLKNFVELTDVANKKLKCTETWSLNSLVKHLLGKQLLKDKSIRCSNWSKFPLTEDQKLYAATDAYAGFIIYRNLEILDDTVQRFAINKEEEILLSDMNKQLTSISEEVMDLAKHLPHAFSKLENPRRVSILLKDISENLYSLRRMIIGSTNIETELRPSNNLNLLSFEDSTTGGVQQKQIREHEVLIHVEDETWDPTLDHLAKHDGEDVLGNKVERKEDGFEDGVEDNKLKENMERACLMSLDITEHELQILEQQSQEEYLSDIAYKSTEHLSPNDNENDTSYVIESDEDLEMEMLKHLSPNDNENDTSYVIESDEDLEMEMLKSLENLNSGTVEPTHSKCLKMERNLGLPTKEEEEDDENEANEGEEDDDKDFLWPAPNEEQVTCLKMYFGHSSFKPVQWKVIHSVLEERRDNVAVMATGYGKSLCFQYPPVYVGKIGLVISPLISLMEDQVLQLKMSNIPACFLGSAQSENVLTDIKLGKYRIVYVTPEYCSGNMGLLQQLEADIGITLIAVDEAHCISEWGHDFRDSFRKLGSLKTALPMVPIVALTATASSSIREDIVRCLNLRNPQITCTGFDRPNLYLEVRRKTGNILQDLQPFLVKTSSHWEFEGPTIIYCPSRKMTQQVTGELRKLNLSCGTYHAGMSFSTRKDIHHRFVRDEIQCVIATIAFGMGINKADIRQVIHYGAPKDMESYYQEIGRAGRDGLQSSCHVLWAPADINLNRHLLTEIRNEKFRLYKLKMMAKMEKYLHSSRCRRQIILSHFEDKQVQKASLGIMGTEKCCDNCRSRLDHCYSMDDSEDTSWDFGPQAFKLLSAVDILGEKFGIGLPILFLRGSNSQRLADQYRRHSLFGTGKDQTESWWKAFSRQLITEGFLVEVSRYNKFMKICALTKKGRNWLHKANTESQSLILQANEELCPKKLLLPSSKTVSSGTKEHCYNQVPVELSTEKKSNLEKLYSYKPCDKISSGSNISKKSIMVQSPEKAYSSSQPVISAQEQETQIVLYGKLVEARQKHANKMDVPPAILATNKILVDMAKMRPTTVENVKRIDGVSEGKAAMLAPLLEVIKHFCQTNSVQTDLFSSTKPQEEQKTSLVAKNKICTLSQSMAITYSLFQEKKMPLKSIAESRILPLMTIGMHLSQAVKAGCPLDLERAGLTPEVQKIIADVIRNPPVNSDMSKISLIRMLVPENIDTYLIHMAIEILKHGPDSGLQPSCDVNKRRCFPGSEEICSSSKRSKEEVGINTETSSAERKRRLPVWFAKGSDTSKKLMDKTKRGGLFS
#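 Fluorescence dequenching readout, ex 525 nm/em 598 nm, kinetic mode: forked duplex DNA (100 nM final) with adjacent fluorophore and quencher unwound by WRN (20 nM final) with 2 mM ATP. Compound preincubation 15 min, room temperature.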
# GLP1R ag = activates the human GLP-1 receptor; P43220; HEK293 GLP-1R CRE-luciferase, luminescence, 4-6 h; cells express a hypersensitive GLP-1R form; Potency, µM (highest dose often 45.6 µM), for inactives: at the top dose activation, most hits filed as activators; 0.007% of 380,000 active; AID 624172; also: potency is read from the fitted curve at half-maximal effect; % of control where 0% means no effect
# DRD3 agonist = activates the human D3 dopamine receptor; P35462; AID 652048; 0.58% of 410,000 active; max activation, %; D3R DiscoveRx beta-arrestin cells, luminescence, 90 min; in the data active = max activation above about 30%; also: 0% is about no effect; mostly tested at two doses, the higher about 12 µM
#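 Agonist mode: compounds and dopamine controls were applied to plated cells for 90 min at 37 degrees C after an overnight attachment at 1500 cells/well. Luminescent read-out followed 30 - 60 minutes at room temperature with DiscoveRx detection reagent.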
# PI5P4K alpha inh = PI5P4K alpha (human) kinase inhibition; P48426; PI5P4Kalpha enzyme, ADP-Glo luminescence, 60 min; active compounds read low; max response, %; 1.2% of 330,000 active; AID 652105; active = max response of -50% or lower; inconclusive = between -30% and -50%; inactive = -30% or higher; also: value at the top dose of about 77 µM; % is scaled to controls: 0 for no effect and ±100 for the full control effect
#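 Quantitative HTS of the MLSMR library against PI5P4Kalpha with substrate. ATP added last at 5 microM final; room temperature, 60 minutes. Remaining ATP depleted, ADP converted and read as luminescence.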
# IL-2 act = activates IL-2 in a cell-based reporter assay; IL-2 activation reporter assay, cell-based qHTS; stimulated with anti-CD3/CD4/CD28 beads; in transgenic mouse T cells; activation, % (series mostly up to about 46 µM); 0.065% of 360,000 active; in the data active = activation above about 50%; inconclusive = mostly about 30% to 49%; also: 0% is about no effect
#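 Readout: EGFP and DsRed signals by fluorescent plate cytometry. Unstimulated transgenic mouse T cells received compound 60 min before antibody-bead stimulation, then incubated 18 h at 37 degrees C.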
# GLP1R inv ag = acts as inverse agonist at human GLP-1 receptor; HEK293 GLP-1R CRE-luciferase, luminescence, 24 h; GLP-1R form is constitutively active; Potency, µM (titrated, usually from 38.3 µM), for the others: at the highest dose activity change, negative = inhibition, actives largely listed as inhibitors; 1.6% of 410,000 active; P43220; AID 624417; also: potency is read from the fitted curve at half-maximal effect; % is scaled to controls: 0 for no effect and ±100 for the full control effect; nearly all actives have a fitted effect of over 55% in size
#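 Inverse agonism was detected as reduced cAMP-driven luciferase luminescence after 24 h compound treatment. The cells were HEK293 clones expressing constitutively active human GLP-1R with the reporter. Reporter-only and GPR119 cell lines served as counterscreen controls.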
# Active calls of the source: *; ? = inconclusive; nt = not tested or not shown; [ ] = dose if it differs, or a comment. Unless noted, calls follow the shape of the dose curve; as a rule, active = well fitted curve in the direction sought with a large enough effect; inconclusive = small, poorly fitted or top-dose-only effect, or another doubt; inactive = no such curve, though single readings can be large; an effect the other way counts as inactive or inconclusive.
SMILES,DRD3 antagonist,GLP1R cytotox,PLK1 PBD inh,WRN inhibitor,GLP1R ag,DRD3 agonist,PI5P4K alpha inh,IL-2 act,GLP1R inv ag
CCC(CO)Oc1cc(NCc2ccccc2F)c2ncn(C(C)C)c2c1 (stereo not given),0,-26%,-8%,1%,-4%,-5,-13,-0.3,13%
COc1cccc2cc(-c3cc(=O)oc4ccc(O)cc34)oc12,-1,-9%,-9%,-7%,-3%,1,-21,-0.3,3%
CCOC(=O)C1CCN(C(c2cc(OC)c(OC)c(OC)c2)c2sc3nc(C)nn3c2O)CC1 (stereo not given),0,1%,1%,0%,-4%,4,6,-0.6,68%[activator]
COc1ccc2oc(C(=O)OCC(=O)Nc3ccc(N4CCOCC4)cc3)c(C)c2c1,5,5%,1%,-20%,-3%,4,-14,-2.9,13%
CCOC(=O)C(CC)(CC)C(=O)/C=C/c1ccc(Br)cc1,?,6%,-8%,-22%,-2%,-11,-2,-0.8,-16%
Cc1c(NC(=O)C(C)OC(=O)c2cccnc2Cl)c(=O)n(-c2ccccc2)n1C (stereo not given),13,1%,-4%,3%,-3%,0,-1,0.3,7%
c1ccc2c(N3CCCCC3)ncnc2c1,19,16%,-4%,11%,-4%,0,nt,-1.7,33%[activator]
Oc1ccc(N=Nc2ccc3c(c2)OCCO3)c(O)c1,?,?,-4%,-7%,5%,-20,?,-1.2,?
O=C(CSc1nc2nn(-c3ccccc3)c(=O)c-2c2n1CCCCC2)Nc1ccccc1[N+](=O)[O-],4,-26%,1%,-12%,1%,-4,-3,0.2,-5%
O=C(CNS(=O)(=O)c1ccc(F)c(Cl)c1)NCCc1ccccc1,-7,8%,-6%,-2%,4%,0,0,-0.3,-12%
COc1ccc(C(NC(=O)c2ccco2)c2ccc(OC)c(OC)c2)cc1 (stereo not given),-15,13%,-6%,-1%,-1%,0,2,-0.3,35%[activator]
CC1CN(S(=O)(=O)c2cccs2)CC(C)O1 (stereo not given),15,1%,-5%,-10%,1%,0,nt,0.5,24%
COc1ccc(-c2nn(-c3ccccc3)cc2C(=O)Nc2nccs2)cc1OC,21,?,-3%,-4%,7%,5,-1,-0.7,?
COc1ccc(C(=O)N/C(=C/c2ccco2)C(=O)N2CCCCCC2)cc1,3,-9%,-15%,-2%,5%,4,-5,-2.9,5%
O=C(Nc1cc2c(cc1C(=O)c1cccc(Br)c1)OCCO2)c1ccccc1F,nt,-4%,nt,nt,18%,3,nt,nt,8%
CCC1(C)Cc2c(sc3c2c(=O)n(-c2ccccc2)c(=O)n3C)CO1 (stereo not given),-5,-11%,-3%,7%,5%,3,-5,2.9,1%
O=C(COC(=O)CCCc1nc2ccccc2s1)NC(=O)NCc1ccco1,-4,-2%,-7%,-24%,-1%,12,-13,-2.9,6%
CCOC(=O)/C(C#N)=C/C1=C(N2CCOCC2)CC(C)(C)OC1,15,-12%,-2%,0%,2%,4,-10,-3.2,37%[activator]
O=C(c1cccs1)N1CCN=C1SCc1ccc(Cl)cc1,-3,10%,?,-23%,4%,-4,?,-4.1,22%
CCn1nc(C)c(CNC(=O)CC2C(=O)NCCN2Cc2ccc(C)o2)c1C (stereo not given),17,-1%,-4%,7%,1%,1,-1,0.0,16%
Brc1ccc(/C=N/Nc2ncnc3c2cnn3Cc2ccccc2)cc1,8,6%,-1%,2%,18%,4,0,0.9,8%
COc1ccccc1C(=O)Nc1ccc(C(=O)O)cc1,-10,8%,-4%,-1%,27%,0,nt,-1.9,8%
CCOC(=O)C(=O)Nc1ccccc1C(N)=O,16,-12%,0%,-1%,-14%,13,-2,-0.8,42%[activator]
CCSC1=C(C#N)C(c2ccccc2Cl)C(C(=O)c2cccs2)C(O)(C(F)(F)F)N1 (stereo not given),?,?,-16%,-11%,-9%,0,1,-4.1,?
O=C(NC(Cc1c[nH]c2ccccc12)C(=O)Nc1ccc(F)cc1)c1cccs1 (stereo not given),5,-12%,-11%,-1%,-14%,3,-7,0.2,?
CC(=O)Cn1c(CN2CCN(C(=O)c3ccco3)CC2)nc2c1c(=O)n(C)c(=O)n2C,-7,-15%,-17%,7%,3%,2,1,-2.9,0%
Cc1nc(Cl)sc1C(=O)Nc1ccc(Cl)cc1,9,-1%[1.53 µM],0%,-19%[57.1 µM],12%,-2,-1,0.2,-13%
O=C(C1CCC1)N1CCc2cc(S(=O)(=O)Nc3ccc4c(c3)OCCO4)ccc21,0,-5%,-4%,1%,11%,1,2,-1.1,-2%
CC(C)(C)[C@@H]1COC(=O)[C@H](Cc2ccc(F)cc2)CC/C=C\C[C@@H](CC(=O)NCCO)C(=O)N1,0,-10%,-5%,-2%,7%,-2,3,-0.9,-14%
CCC(C(=O)NCCN1CCOCC1)n1nc(C)n2c(cc3sccc32)c1=O (stereo not given),-8,-14%,-18%,0%,3%,2,11,-1.3,1%
O=C(N/N=C/c1ccccc1C(=O)O)c1ccc(COc2cccc3cccnc23)cc1,-3,-3%,-9%,2%[11.6 µM],1%,-3,-22,-1.5,4%
O=C(Nc1cc(Br)ccc1O)C1CC(c2c(F)cccc2Cl)=NO1 (stereo not given),3,-14%,6%,-6%,3%,1,3,0.2,?
COc1ccc(-n2c(N)c(C(=O)NCc3ccco3)sc2=S)cc1,?,-22%,-2%,3%,-1%,-5,3,-1.0,-29%
c1ccc(-n2c(SCc3nc(-c4cccs4)no3)nnc2-c2ccco2)cc1,6,4%,-4%,-15%,17%,9,nt,1.1,-2%
Cc1c(S(=O)(=O)c2ccccn2)c(N)n(Cc2ccccc2)c1C,-9,?,-16%,-28%,7%,3,-3,-3.6,4%
CCCCSC1(SCCCC)N=C(N)C2(C#N)C(c3ccccc3)NC(C)=CC12C#N (stereo not given),0,5%,-13%,-31%[57.1 µM],-21%,-8,-4,-1.2,4%
C[C@H](CO)N1C[C@H](C)[C@@H](CN(C)CC2CCCCC2)Oc2c(NC(=O)C3CC3)cccc2C1=O,10,4%,-11%,7%,7%,-2,-3,-0.1,9%
O=C(NCCc1cn2ccccc2n1)C1CCCCC1,-21,4%,3%,0%,7%,0,3,-1.0,-14%
Cc1cccc(C(=O)NCCC(=O)Nc2ccc(C)c(F)c2)c1,3,2%,4%,-5%,13%,-3,4,-1.3,-16%
Cc1ccc2nc3c(cc(S(=O)(=O)c4ccccc4)c(=N)n3C3CCCC3)c(=O)n2c1,1,-7%,?,-15%,?,-1,-11,-1.1,28%
CCn1c(=N)n(CCOc2ccc(OC)cc2)c2ccccc21,8,-18%,-12%,-1%,2%,3,3,-0.6,?
O=P(c1ccccc1)(c1ccccc1)c1ccc(O)cc1,1,-10%,-14%,4%,-4%,4,0,-1.6,15%
O=C(NCc1ccccc1F)C1CCCN(S(=O)(=O)N2CCOCC2)C1 (stereo not given),-7,8%,-9%,4%,-1%,0,-8,-1.8,-1%
O=C(NC1CCCCC1)c1ccc(CS(=O)Cc2ccc(Cl)cc2)o1 (stereo not given),3,-4%,-12%,2%,0%,6,1,1.5,-4%

# Given with values under each structure: entries from further up.
# Fields: DRD3 antagonist	GLP1R cytotox	PLK1 PBD inh	WRN inhibitor	GLP1R ag	DRD3 agonist	PI5P4K alpha inh	IL-2 act	GLP1R inv ag
> Cc1nc(Cl)sc1C(=O)Nc1ccc(Cl)cc1
  9	-1%[1.53 µM]	0%	-19%[57.1 µM]	12%	-2	-1	0.2	-13%
> O=C(C1CCC1)N1CCc2cc(S(=O)(=O)Nc3ccc4c(c3)OCCO4)ccc21
  0	-5%	-4%	1%	11%	1	2	-1.1	-2%
> CC(C)(C)[C@@H]1COC(=O)[C@H](Cc2ccc(F)cc2)CC/C=C\C[C@@H](CC(=O)NCCO)C(=O)N1
  0	-10%	-5%	-2%	7%	-2	3	-0.9	-14%
> CCC(C(=O)NCCN1CCOCC1)n1nc(C)n2c(cc3sccc32)c1=O (stereo not given)
  -8	-14%	-18%	0%	3%	2	11	-1.3	1%
> O=C(N/N=C/c1ccccc1C(=O)O)c1ccc(COc2cccc3cccnc23)cc1
  -3	-3%	-9%	2%[11.6 µM]	1%	-3	-22	-1.5	4%
> O=C(Nc1cc(Br)ccc1O)C1CC(c2c(F)cccc2Cl)=NO1 (stereo not given)
  3	-14%	6%	-6%	3%	1	3	0.2	?
> COc1ccc(-n2c(N)c(C(=O)NCc3ccco3)sc2=S)cc1
  ?	-22%	-2%	3%	-1%	-5	3	-1.0	-29%
> c1ccc(-n2c(SCc3nc(-c4cccs4)no3)nnc2-c2ccco2)cc1
  6	4%	-4%	-15%	17%	9	nt	1.1	-2%
> Cc1c(S(=O)(=O)c2ccccn2)c(N)n(Cc2ccccc2)c1C
  -9	?	-16%	-28%	7%	3	-3	-3.6	4%
> CCCCSC1(SCCCC)N=C(N)C2(C#N)C(c3ccccc3)NC(C)=CC12C#N (stereo not given)
  0	5%	-13%	-31%[57.1 µM]	-21%	-8	-4	-1.2	4%
> C[C@H](CO)N1C[C@H](C)[C@@H](CN(C)CC2CCCCC2)Oc2c(NC(=O)C3CC3)cccc2C1=O
  10	4%	-11%	7%	7%	-2	-3	-0.1	9%
> O=C(NCCc1cn2ccccc2n1)C1CCCCC1
  -21	4%	3%	0%	7%	0	3	-1.0	-14%
> Cc1cccc(C(=O)NCCC(=O)Nc2ccc(C)c(F)c2)c1
  3	2%	4%	-5%	13%	-3	4	-1.3	-16%
> Cc1ccc2nc3c(cc(S(=O)(=O)c4ccccc4)c(=N)n3C3CCCC3)c(=O)n2c1
  1	-7%	?	-15%	?	-1	-11	-1.1	28%
> CCn1c(=N)n(CCOc2ccc(OC)cc2)c2ccccc21
  8	-18%	-12%	-1%	2%	3	3	-0.6	?
